Screening data as filed in PubChem.
CRFBP-R2 agonist = agonists of CRF-BP/CRF-R2 complex, primary screen, cell-based, HEK293, calcium dye fluorescence, uHTS | calcium dye fluorescence (FLIPR); percent of saturating CRF peptide response | activation, % at 13.2 µM | 350,000 compounds, 0.46% hits;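 active = activation of at least 50%, plus an integration ratio under a set limit after plate pattern correction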;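 note: plate controls were neutral control wells without compound for no effect and CRF at EC100 for full effect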
TAAR1 antag = human TAAR1 antagonists, primary screen, Fluo-8 calcium fluorescence, CHO RD-HGA16 cells; 360,000 compounds, 1.5% hits; inhibition, % at 3 µM; antagonist; Trace amine-associated receptor 1 (Homo sapiens), Q96RJ0;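 active = inhibition above a per-plate cutoff, the mean inhibition of test compounds on that plate plus 3 SD, cut at about 49% in these data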;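 note: 0% = DMSO plus EC80 beta-PEA response and 100% = DMSO alone without agonist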
Target sequence (Q96RJ0 whole entry, looked up): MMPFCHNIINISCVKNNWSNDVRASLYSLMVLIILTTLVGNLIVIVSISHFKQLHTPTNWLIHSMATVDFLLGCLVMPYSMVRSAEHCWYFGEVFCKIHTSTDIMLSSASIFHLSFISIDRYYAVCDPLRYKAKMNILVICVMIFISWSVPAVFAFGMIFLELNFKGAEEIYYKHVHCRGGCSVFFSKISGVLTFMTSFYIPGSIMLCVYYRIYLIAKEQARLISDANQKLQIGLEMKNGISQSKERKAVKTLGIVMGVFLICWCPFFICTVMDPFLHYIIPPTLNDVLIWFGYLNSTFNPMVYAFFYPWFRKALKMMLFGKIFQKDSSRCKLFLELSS
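Test system: CHO RD-HGA16 cells bearing hTAAR1 | Reagent: β-PEA, EC80 | Compound dosing: 3 µM, single point | Schedule: Dye loading 75 min at 37 °C, then 30 min room temperature | Signal: Calcium fluorescence with Fluo-8 | Evaluation: Percent inhibition of PEA-evoked calcium signal, max/basal emission ratio | Control set: DMSO-only wells and EC80 β-PEA-stimulated wells | Repeats: Singlicate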
TAAR1 ag = human TAAR1 agonists, primary screen, Fluo-8 calcium fluorescence, CHO RD-HGA16 cells; Trace amine-associated receptor 1 (Homo sapiens), Q96RJ0; vehicle wells 0%, saturating PEA agonist 100%; activation, % at 3 µM; 360,000 compounds, 0.99% hits; AID 624467, 2012;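 active = activation above the mean activation of all test compounds in the run plus 3 SD, cut at about 38% in these data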
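Test system: RD-HGA16 (CHO) cells co-expressing Gα16 and hTAAR1 | Doses: Single dose, 3 µM | Schedule: 17-24 h seeding, 75 min 37 °C dye, 30 min RT | Evaluation: % activation from peak over basal fluorescence ratio, DMSO-to-PEA scaled | Technique: Kinetic Fluo-8 calcium fluorescence | Benchmarks: Low control DMSO, high control PEA (EC100)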
M4 PAM = human M4 muscarinic receptor positive allosteric modulators, primary screen, CHO-K1 cells, Fluo-8 calcium fluorescence | Muscarinic acetylcholine receptor M4 (Homo sapiens), P08173 | 360,000 compounds, 0.4% hits | AID 624126, 2012 | CHO-K1 hM4/Gqi5, ACh EC20; 0% = ACh EC20, 100% = maximal ACh | activation, % at 3 µM;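 active = activation above its plate's cutoff, the mean activation of sample wells plus 3 SD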; note: some results filed as inactive read as strong as hits
CHRM5 antagonist = human M5 muscarinic receptor antagonists, primary screen, CHO cells, Fluo-8 calcium fluorescence | 360,000 compounds, 0.59% hits | Muscarinic acetylcholine receptor M5 (Homo sapiens), P08912 | inhibition, % at 3 µM | AID 624040, 2012 | CHO-hM5 cells, ACh EC80;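 active = inhibition above a per-plate cutoff, the mean of that plate's test compounds plus 3 SD, cut at about 27% in these data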;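 note: 0% = acetylcholine EC80 with DMSO and 100% = DMSO without agonist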
Target sequence (P08912 whole entry, looked up): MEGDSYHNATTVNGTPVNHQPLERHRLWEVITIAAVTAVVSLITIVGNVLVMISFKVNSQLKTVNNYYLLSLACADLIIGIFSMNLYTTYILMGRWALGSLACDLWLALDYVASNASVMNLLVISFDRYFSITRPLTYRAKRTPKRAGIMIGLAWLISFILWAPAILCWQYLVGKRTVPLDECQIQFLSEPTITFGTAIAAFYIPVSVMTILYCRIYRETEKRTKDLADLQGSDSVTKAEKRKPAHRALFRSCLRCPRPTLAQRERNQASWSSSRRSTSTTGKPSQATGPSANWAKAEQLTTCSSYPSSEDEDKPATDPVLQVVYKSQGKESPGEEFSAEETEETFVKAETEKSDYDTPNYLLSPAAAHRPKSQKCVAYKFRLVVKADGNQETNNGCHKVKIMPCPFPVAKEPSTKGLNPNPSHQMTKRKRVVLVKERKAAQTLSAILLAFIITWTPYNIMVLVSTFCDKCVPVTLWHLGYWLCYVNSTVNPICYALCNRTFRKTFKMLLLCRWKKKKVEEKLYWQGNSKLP
CRFBP-R2 block = antagonists of CRF-BP/CRF-R2 complex, primary screen, cell-based, HEK293, calcium dye fluorescence, uHTS | CRF-induced calcium fluorescence | inhibition, % at 11.8 µM | 350,000 compounds, 0.59% hits | AID 588475, 2011;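 active = inhibition of the ligand-induced calcium signal above about 50% at the single tested concentration, limit read from the data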
CHRM5 PAM = human M5 muscarinic receptor positive allosteric modulators, primary screen, CHO-K1 cells, Fluo-8 calcium fluorescence. Muscarinic acetylcholine receptor M5 (Homo sapiens), P08912. CHO-K1 hM5, ACh EC20 PAM; 0% = ACh EC20, 100% = ACh EC100. activation, % at 3 µM. 360,000 compounds, 0.3% hits. AID 624038, 2012;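 active = activation above the run cutoff, the mean activation of all test compounds plus 3 SD, cut at about 18% in these data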
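Assay system: CHO-K1 hM5 cells. Also added: acetylcholine at EC20 concentration, added after compound. Dosing: 3 µM, single dose. Times: compound preincubation 140 s before EC20 acetylcholine addition. Signal: Fluo-8 calcium fluorescence. Measure: % activation relative to EC20 and EC100 ACh responses. Repeats: singlicate, one well per test compound.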
CHRM5 agonist = human M5 muscarinic receptor agonists, primary screen, CHO-K1 cells, Fluo-8 calcium fluorescence; 360,000 compounds, 0.19% hits; AID 624037, 2012; activation, % at 3 µM; CHO-K1 hM5 cells; 0% DMSO wells, 100% maximal acetylcholine response; Muscarinic acetylcholine receptor M5 (Homo sapiens), P08912;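 active = activation above the run's mean over test compounds plus 3 SD, cut at about 23% in these data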;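 note: signal is peak over basal fluorescence ratio across the kinetic read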
M1 PAM parental = nonselective calcium activators in parental CHO-K1 cells, primary screen, counter-screen for M1 PAM project, cell-based, Fluo-8 calcium fluorescence, full deck, 1536-well; ATP EC20; 0% at ATP EC20, 100% at ATP max; activation, % at 3 µM; 360,000 compounds, 0.02% hits;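 active = activation above the run cutoff, the mean activation of all test compounds plus 3 SD, cut at about 40% in these data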;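 note: peak over basal fluorescence ratio in a 140 s read after ATP addition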
The depositor's hits bear a star; · = not tested or not shown.

Order of results: CRFBP-R2 agonist	TAAR1 antag	TAAR1 ag	M4 PAM	CHRM5 antagonist	CRFBP-R2 block	CHRM5 PAM	CHRM5 agonist	M1 PAM parental
[1] Cc1ccccc1C(=O)NNC(=O)CSc1nc2ccccc2c(=O)[nH]1
 : -0.6	12	0	15	-5	7	12	0	7
[2] Cc1ccc(C)c(S(=O)(=O)N2CCN(C(=O)CCNS(=O)(=O)c3ccc(C)c(C)c3)CC2)c1
 : 1.2	39	9	-12	6	-1	-29	0	-12
[3] COC(=O)Cn1c(=NC(=O)c2cccc(OC)c2)sc2cc(OC)ccc21
 : -0.4	49*	6	3	1	-32	-4	0	17
[4] N#Cc1ccc(-n2c(-c3ccccc3)nnc2-c2ccccc2)cc1C#N
 : -0.3	15	6	-5	4	4	-2	-3	16
[5] Cc1nc2ccccc2c(N)c1C(=O)/C=C/c1ccccc1
 : 0.3	8	41*	-13	8	2	-32	-13	0
[6] COc1ccc(C(=O)/C=C/Nc2c(C)n(C)n(-c3ccccc3)c2=O)cc1OC
 : -1.5	-9	1	12	-2	2	6	1	-6
[7] COc1ccc(Cl)cc1C(=O)NNC(=O)COC(=O)c1cccs1
 : -1.4	-13	8	8	2	104*	2	0	7
[8] O=C(/C=C/c1ccco1)OCC(=O)N1CCCCC1
 : 0.7	-7	1	5	9	8	2	0	4
[9] CCOC(=O)c1cn(Cc2cccc(Cl)c2)c2cc(C)nn2c1=O
 : -0.7	-2	5	2	-3	-13	10	0	0
[10] O=C(COc1ccc(Cl)cc1)Nc1cccc(S(=O)(=O)NCc2ccco2)c1
 : -0.5	26	6	4	7	4	-4	2	19
[11] O=c1c2ccccc2nc(-c2ccccc2)n1CCCN1CCOCC1
 : -1.6	0	2	7	-1	-14	4	0	14
[12] COC(=O)c1c(NC(=O)C2CC2)sc2c1CCN(C(C)=O)C2
 : 0.7	5	0	7	-3	3	0	0	31
[13] O=C(c1cc2ncccn2n1)N1CCc2c([nH]c3ccccc23)C1c1ccccc1F (stereo unspecified)
 : -1.5	18	11	0	7	-18	-1	3	14
[14] CCc1ccc(OCC(=O)OC(C)C(=O)NC2CC2)cc1 (stereo unspecified)
 : -1.0	3	8	4	8	-13	-7	-1	-5
[15] CC1(C)Cc2ccccc2C2CC(O)C(=O)N21 (stereo unspecified)
 : 0.6	-15	4	-3	-4	-10	0	0	25
[16] CCOC(=O)c1c(C)[nH]c(C(=O)OCC(=O)NCc2ccc(C)cc2)c1C
 : 0.7	-25	4	4	-3	-3	-8	5	-1
[17] CCOc1ccc(C(=O)COC(=O)c2cccc(-n3cnnn3)c2)cc1
 : 2.0	16	7	-2	1	-17	-5	-4	3
[18] CCCc1cc(N2CCCC(C(=O)NCc3ccc4c(c3)OCO4)C2)n2ncnc2n1 (stereo unspecified)
 : 1.0	-2	2	12	-6	12	2	1	-1
[19] COc1cc(NC(=O)COC(=O)Cn2cnc3c2c(=O)n(C)c(=O)n3C)cc(OC)c1
 : 0.4	5	23	12	11	9	0	2	19
[20] Cc1ccccc1NC(=O)C(C)n1c2ccccc2c2nc(=O)cc(C)n21 (stereo unspecified)
 : -0.3	-23	0	-12	11	2	-3	-7	9
[21] COc1ccc(-c2coc3c(C)c4oc(=O)c(CC(=O)O)c(C)c4cc23)cc1
 : -0.9	-2	-1	-7	22	12	-11	-1	8
[22] COc1ccc([C@@H]2[C@@H]3C(=O)N(C(C)(C)C)C(=O)[C@@H]3[C@]3(Cc4ccccc4)C(=O)N(c4ccc(OC)cc4)C(=O)N23)cc1
 : -0.6	-9	14	0	13	8	-5	-8	6
[23] Cc1cc(C)c(C(=O)CC(=O)c2ccccc2Cl)c(O)c1
 : -2.1	-3	-2	-3	3	8	0	-5	-7
[24] Cn1nc(C(=O)NCC2CCCO2)c2ccccc2c1=O (stereo unspecified)
 : 7.0	12	3	20	-11	8	0	1	8
[25] O=C(OCCCOC(=O)c1ccc([N+](=O)[O-])o1)c1ccc([N+](=O)[O-])o1
 : -0.6	2	2	3	0	14	4	5	-4
[26] O=C(COC(=O)Cc1cccc(C(F)(F)F)c1)NC(=O)NC1CCCC1
 : 0.1	-6	3	9	-8	-5	8	1	17
[27] Cc1cc(NC(=O)c2ccc([N+](=O)[O-])cc2)n(CCC#N)n1
 : 0.5	-1	-1	2	4	5	-1	-2	-5
[28] CC1CCN(c2nc(N(C)c3ccccc3)nc(N)c2[N+](=O)[O-])CC1
 : 1.8	-12	14	3	-1	6	7	-6	-6
[29] CCOC(=O)N1CCN(C(=O)CCc2c(C)nc3nc(C)nn3c2C)CC1
 : 5.4	9	3	1	-2	-8	-3	2	-14
[30] CC(C)(C)NC(=O)C(=O)NNC(=O)c1cccc(Br)c1
 : 0.5	3	6	-2	-3	1	-1	0	5

The list goes on.
Order of results: CRFBP-R2 agonist	TAAR1 antag	TAAR1 ag	M4 PAM	CHRM5 antagonist	CRFBP-R2 block	CHRM5 PAM	CHRM5 agonist	M1 PAM parental
[31] Cn1c(=O)cc(N)n(Cc2ccccc2)c1=O
 : -1.0	-8	11	8	7	-3	0	3	5
[32] CN1C2C(Br)CCCCN2c2ccc(F)cc2S1(=O)=O (stereo unspecified)
 : 1.4	-18	-2	-5	11	-13	0	-1	9
[33] Cc1ccc(C2CC(c3ccccc3)=NN2c2ccccc2)o1 (stereo unspecified)
 : 3.4	-35	3	-5	-8	-28	0	-1	21
[34] COc1cccc(C(CNC(=O)C2CCN(C(=O)Nc3ccccc3)CC2)N(C)C)c1 (stereo unspecified)
 : -1.6	2	7	3	7	8	-4	-8	18
[35] COc1ccc(/C=C/C(=O)NC(=S)N2CCOCC2)cc1
 : -0.4	16	-3	11	-1	8	8	0	14
[36] O=C(O)COc1ccccc1/C=N/NC(=O)CSc1nnc(-c2ccc(Cl)cc2)n1C1CCCCC1
 : -1.0	-24	1	0	14	-3	-2	0	-8
[37] CCOc1ccc(C2/C(=C(\O)c3ccc4c(c3)OCCO4)C(=O)C(=O)N2CCCn2ccnc2)cc1OC (stereo unspecified)
 : 0.0	-9	0	-1	5	-6	1	-2	-13
[38] NC(=O)c1ccccc1NC(=O)CCCCCn1nnc2ccccc2c1=O
 : -1.2	-3	-1	4	-11	-4	9	0	2
[39] CCc1ccc2c(COC(=O)C3CSC4(C)CCC(=O)N34)cc(=O)oc2c1 (stereo unspecified)
 : 0.4	8	9	4	8	-8	-13	3	10
[40] COc1ccc(NS(=O)(=O)c2cccc(C(=O)N/N=C/c3cccs3)c2)cc1
 : -0.9	-7	5	-3	6	-19	-4	0	2
[41] Cc1ccc(C2=N/C(=C\N3CCCCC3)C(=O)O2)cc1
 : -3.6	1	9	9	-11	2	3	-6	19
[42] Cc1ccc(CSCCNC(=O)/C=C/c2ccccc2Cl)cc1
 : 0.3	52*	10	3	3	11	6	0	9
[43] C[C@]1(C(=O)NCCc2c[nH]c3ccccc23)C=C[C@@H](Cc2ccccc2)N1C(=O)c1ccccc1
 : -1.2	-24	11	15	9	9	5	5	4
[44] CCN(CC)CCN1C(=O)C(=O)/C(=C(/O)c2ccc(OC(C)C)cc2)C1c1ccncc1 (stereo unspecified)
 : 1.6	-13	4	2	17	8	-4	-2	-5
[45] O=C(NCC(F)(F)F)c1ccc2sc([C@@H]3O[C@H](CO)[C@H](O)[C@H](O)[C@H]3O)nc2c1
 : ·	-6	3	5	-6	·	1	0	-2
[46] O=S(=O)(CCc1nc2ccccc2o1)c1ccc(Cl)cc1
 : -0.5	-5	1	8	-6	-6	9	-4	-2
[47] COc1cc2c3nnc(-c4ccc(F)cc4)c-3cn(Cc3cccc(F)c3)c2cc1OC
 : 14	·	·	-3	4	2	-1	-2	11
[48] CCOc1ccc(/C=N/NC(=O)c2nnn(-c3nonc3N)c2-c2cccs2)cc1
 : 8.5	70*	125*	-2	7	-71	6	33*	15
[49] Cc1ccc(NC(=O)CS(=O)CC(=O)Nc2cnc3ccccc3c2)cc1Cl (stereo unspecified)
 : 0.3	-1	9	2	3	-20	4	-1	10
[50] CCOc1ccc(S(=O)(=O)NCc2ccc3c(c2)OCO3)cc1C(=O)O
 : 1.3	-7	6	1	6	-7	-2	-2	0
[51] O=C(O)CCc1n[nH]c(=S)[nH]c1=O
 : -1.5	-23	3	3	-1	1	1	1	-4
[52] Cc1ccc(CCNC(=O)CCS(=O)(=O)c2ccc3c(c2)oc(=O)n3C)cc1
 : -1.7	-29	3	-1	4	22	-4	-2	-7
[53] O=C(C1=C(c2ccccc2)C(=O)c2ccccc2C1=O)c1ccccc1
 : 1.1	-7	1	-2	9	7	-8	-3	30
[54] Nn1c(COc2ccccc2)nnc1SCc1cc(=O)[nH]c2ccccc12
 : 3.1	9	6	-1	3	3	0	0	2

An excerpt from above in order of the CRFBP-R2 block value, low to high.
| nr | SMILES | CRFBP-R2 agonist | TAAR1 antag | M4 PAM | CHRM5 antagonist | CRFBP-R2 block | CHRM5 PAM | CHRM5 agonist |
| --- | --- | --- | --- | --- | --- | --- | --- | --- |
| 11 | O=c1c2ccccc2nc(-c2ccccc2)n1CCCN1CCOCC1 | -1.6 | 0 | 7 | -1 | -14 | 4 | 0 |
| 53 | O=C(C1=C(c2ccccc2)C(=O)c2ccccc2C1=O)c1ccccc1 | 1.1 | -7 | -2 | 9 | 7 | -8 | -3 |
| 35 | COc1ccc(/C=C/C(=O)NC(=S)N2CCOCC2)cc1 | -0.4 | 16 | 11 | -1 | 8 | 8 | 0 |
